BLM helicase inh = Bloom syndrome helicase (human) inhibition; 350,000 tested, 0.2% active; recombinant BLM DNA unwinding, fluorescence dequenching; AID 2528; Potency, µM (top dose mostly 56.1 µM), without a hit: at the top dose activity change, negative = inhibition, hits mostly inhibitors;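 note: potency is the fitted concentration of half-maximal effect; plate controls were vehicle for no effect and no enzyme for full effect; nearly all actives have a fitted effect of over 35% in size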
APEX1 inh = inhibitors of human APE1 endonuclease; P27695; Potency, µM (highest dose often 65.8 µM), for the others: at the top dose activity change, negative = inhibition, hits mostly inhibitors; 350,000 tested, 0.35% active; AID 2517; recombinant APE1, TAMRA/BHQ-2 abasic DNA cleavage fluorescence;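 note: potency is the fitted concentration of half-maximal effect; plate controls were vehicle for no effect and reference inhibitor for full effect; nearly all actives have a fitted effect of over 55% in size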
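0.75 nM APE1 + cpd, 15 min RT; start w/ 50 nM TAMRA/BHQ-2 THF-abasic dsDNA; kinetic fluor 525/598 nm ×3 reads @60 s; Δ(read3−read1); normalized to DMSO and NSC13755 control wells.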
Pol beta inh = DNA polymerase beta (human) inhibition. P06746. Pol beta primer extension/strand displacement, fluorescence kinetic. Potency, µM (top dose mostly 114 µM), without a hit: at the top dose activity change, negative = inhibition, usual class: inhibitors. 340,000 tested, 1.3% active. AID 485314; note: potency is the fitted concentration of half-maximal effect; % is set by controls: 0 for no effect and ±100 for the full control effect
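Reaction started by 50 nM substrate onto compound-treated Pol beta (10 nM, 15 min preincubation, room temperature); plates read at 0 min and 10 min. Normalized concentration-effect data fitted by four-parameter Hill equation.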
LDHA block = blocks human lactate dehydrogenase A | P00338 | purified LDHA, NADH/diaphorase-resazurin fluorescence; active compounds read low | activity change, % (values are at about 110 or 230 µM) | 480,000 tested, 0.15% active | AID 1347041; in the data active = activity change below about -30%; inconclusive = mostly about -25% to -30%;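 note: plate controls were DMSO wells for no effect and wells without enzyme for full effect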
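Resorufin fluorescence (ex540/em590), read at 0 and 20 min after diaphorase/resazurin addition, reports the NADH left after a 5 min room-temperature reaction of 2 nM human LDH5 with 0.06 mM NADH and 0.2 mM pyruvate.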
POLI inh = inhibitors of human DNA polymerase iota | Q9UNA4 | Potency, µM (titrated, usually from 115 µM), without a hit: at the top dose activity, negative = inhibition, usual class: inhibitors | Pol iota fluorescent replication assay, 10 min | 390,000 tested, 1% active | AID 588590; note: potency is the fitted concentration of half-maximal effect
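Fluorescent replication assay read twice, at 0 min and 10 min after adding 50 nM (final) substrate. Enzyme (10 nM) and compounds were first incubated 15 min at room temperature; enzyme-free buffer wells were negative controls.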
Apoferritin bind = candidate novel general anesthetic via apoferritin binding | AID 485281 | apoferritin/1-aminoanthracene competitive binding, fluorescence | 350,000 tested, 0.074% active | Potency, µM (titrated, usually from 77.5 µM), inactives show at the top dose activity change, negative = displacement, usual class: inhibitors | P02791; note: potency is the fitted concentration of half-maximal effect; % is set by controls: 0 for no effect and ±100 for the full control effect; nearly all actives have a fitted effect of over 20% in size
Target sequence (P02791 2-175 limits assumed): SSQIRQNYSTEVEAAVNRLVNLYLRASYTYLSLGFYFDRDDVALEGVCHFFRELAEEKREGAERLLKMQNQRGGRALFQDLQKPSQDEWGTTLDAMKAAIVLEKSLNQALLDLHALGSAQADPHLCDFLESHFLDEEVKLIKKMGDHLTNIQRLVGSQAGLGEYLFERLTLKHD
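Read-out: endpoint 1-AMA fluorescence, excitation 380 nm and emission 535 nm, after compounds sit 10 min at room temperature with 10 uM horse-spleen apoferritin in 50% saturated 1-AMA/PBS. Values come from four-parameter Hill fits.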
Pol kappa inh = DNA polymerase kappa (human) inhibition; Potency, µM (titrated, usually from 107 µM), for the others: at the top dose activity, negative = inhibition, usual class: inhibitors; purified Pol kappa, fluorescent DNA synthesis assay, 10 min; AID 588579; 400,000 tested, 0.53% active; Q9UBT6; note: potency is the fitted concentration of half-maximal effect; % is set by controls: 0 for no effect and ±100 for the full control effect
Target sequence (Q9UBT6 whole entry, looked up): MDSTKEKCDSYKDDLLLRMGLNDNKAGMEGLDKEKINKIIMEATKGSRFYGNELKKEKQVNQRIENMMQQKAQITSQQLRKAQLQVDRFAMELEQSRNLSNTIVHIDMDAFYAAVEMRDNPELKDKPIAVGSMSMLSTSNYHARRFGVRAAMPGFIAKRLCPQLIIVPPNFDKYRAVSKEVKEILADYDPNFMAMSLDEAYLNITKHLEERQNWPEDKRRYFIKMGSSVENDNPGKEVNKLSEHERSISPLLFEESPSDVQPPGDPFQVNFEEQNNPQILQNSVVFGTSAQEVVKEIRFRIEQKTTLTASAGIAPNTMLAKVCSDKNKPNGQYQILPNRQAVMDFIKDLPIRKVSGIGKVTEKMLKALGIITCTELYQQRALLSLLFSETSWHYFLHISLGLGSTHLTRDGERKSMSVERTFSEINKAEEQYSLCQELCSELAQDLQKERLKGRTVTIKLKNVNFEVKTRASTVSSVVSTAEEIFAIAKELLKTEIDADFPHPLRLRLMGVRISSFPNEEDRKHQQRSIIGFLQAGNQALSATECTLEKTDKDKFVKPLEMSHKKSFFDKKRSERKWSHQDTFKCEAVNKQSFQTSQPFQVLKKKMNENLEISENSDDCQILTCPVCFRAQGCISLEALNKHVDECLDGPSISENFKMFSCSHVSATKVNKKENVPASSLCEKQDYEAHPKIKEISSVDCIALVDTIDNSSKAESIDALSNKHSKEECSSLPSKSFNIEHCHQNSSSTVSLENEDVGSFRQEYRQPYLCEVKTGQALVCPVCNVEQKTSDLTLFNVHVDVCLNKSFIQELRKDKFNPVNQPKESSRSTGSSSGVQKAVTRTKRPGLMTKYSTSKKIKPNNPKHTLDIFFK
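First, compounds were pin-transferred onto 10 nM Pol kappa. After 15 min at room temperature, substrate was added to 50 nM final. Fluorescence was then measured kinetically at 0 and 10 min.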
POLH inh = DNA polymerase eta (human) inhibition | recombinant Pol eta, fluorescent DNA replication assay | Potency, µM (top dose mostly 114 µM), inactives show top-dose activity change, negative = inhibition, hits mostly inhibitors | 390,000 tested, 1.2% active; note: potency is the fitted concentration of half-maximal effect; % is set by controls: 0 for no effect and ±100 for the full control effect
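Pol eta (10 nM) was preincubated with compounds for 15 min at room temperature, after which fluorescent replication substrate (50 nM final) was added to start the reaction. Fluorescence was read kinetically at 0 and 10 min.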
Glioma ERSR ind = inducers of ER stress response in human glioma cells. U87-MG GRP78 promoter luciferase reporter, 16 h. Potency, µM, inactives show top-dose activation, hits mostly activators. 420,000 tested, 0.02% active. AID 602332; note: potency is the fitted concentration of half-maximal effect; series mostly up to about 76 µM; % of control where 0% means no effect; nearly all actives have a fitted effect of over 35% in size
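Stably transfected U87-MG human glioma cells carrying a GRP78-based luminescent sensor were seeded at 1000 cells/well, pin-dosed with compounds and incubated 16 h. Luciferase reagent was then added, and end-point luminescence was read after 10 min at room temperature.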
The depositor's hits bear a star; ? = inconclusive; . = no result given; & = joins results of further samples; [ ] = another dose, or the depositor's remark. Unless noted, calls come from the whole dose curve; as a rule, active = well fitted curve in the direction sought with a large enough effect; inconclusive = small, poorly fitted or top-dose-only effect, or another doubt; inactive = no such curve, though single readings can be large; an effect the other way counts as inactive or inconclusive.

item | Compound | BLM helicase inh | APEX1 inh | Pol beta inh | LDHA block | POLI inh | Apoferritin bind | Pol kappa inh | POLH inh | Glioma ERSR ind
1 | CCOC(=O)NC(NC(=O)OCC)C(=O)c1ccc(F)cc1 | -1% | -1% | 19% | -6 | -4% | -3% | -8% | -2% | 2%
2 | CC1CCCCC1NC(=O)CSc1ccc([N+](=O)[O-])cc1 (stereo not given) | -3% | -8% | 7% | -4 | 55%[activator] | -3% | 1% | -6% | -5%
3 | Clc1ccc(CNc2ccc(CNc3ncn[nH]3)cc2)c(Cl)c1 | -9% | -6% | -4% | 0 | -25% | ? | -13% | -7% | -6%
4 | O=C(c1ccccc1)c1ccccc1N1C(=O)C=CC1=O | -4% | -1% | 3% | -7 | 109%[activator] | 4% | -15% | -10% | -14%
5 | Cc1cc(Cl)ccc1NC(=O)CN1C(=O)COc2ccc(S(=O)(=O)N3CCC(C)CC3)cc21 | -1% | . | 3% | -5 | 19% | -15% | -11% | -7% | -4%
6 | COc1cccc(C(=O)NC2CCN(CC(=O)Nc3nccs3)CC2)c1 | -2% | -2% | 21% | -7 | 41%[activator] | -7% | -18% | 7% | -6%
7 | Cc1c(C)c(C)c(S(=O)(=O)NCCc2ccccn2)c(C)c1C | 0% | 21% | 10% | -3 | -6% | ? | -6% | -15% | -6%
8 | COc1ccc(CNC(=O)CCc2c(C)nc3cc(-c4ccc(OC)cc4OC)nn3c2C)cc1 | -2% | . | 9% | -6 | 15% | -8% | -7% | -12% | -4%

The last 4 entries of the part before come first, to join the parts.
item | Compound | BLM helicase inh | APEX1 inh | Pol beta inh | LDHA block | POLI inh | Apoferritin bind | Pol kappa inh | POLH inh | Glioma ERSR ind
5 | Cc1cc(Cl)ccc1NC(=O)CN1C(=O)COc2ccc(S(=O)(=O)N3CCC(C)CC3)cc21 | -1% | . | 3% | -5 | 19% | -15% | -11% | -7% | -4%
6 | COc1cccc(C(=O)NC2CCN(CC(=O)Nc3nccs3)CC2)c1 | -2% | -2% | 21% | -7 | 41%[activator] | -7% | -18% | 7% | -6%
7 | Cc1c(C)c(C)c(S(=O)(=O)NCCc2ccccn2)c(C)c1C | 0% | 21% | 10% | -3 | -6% | ? | -6% | -15% | -6%
8 | COc1ccc(CNC(=O)CCc2c(C)nc3cc(-c4ccc(OC)cc4OC)nn3c2C)cc1 | -2% | . | 9% | -6 | 15% | -8% | -7% | -12% | -4%
9 | CC(Cl)C(=O)Nc1cc(C(C)(C)C)nn1-c1ccccc1 (stereo not given) | 0% | -3% | 12% | 2 | 28% | -12% | 13% | -12% | -2%
10 | O=C(CCC1N=C2c3ccccc3N=C(SCC(=O)Nc3ccccc3F)N2C1=O)NCc1ccco1 (stereo not given) | 1% | . | 7% | 0 | 16% | -4% | 9% | -19% | 1%
11 | Cc1cc(C)c2[nH]c(=O)c(CN(Cc3ccco3)C(=O)C3CCCO3)cc2c1 (stereo not given) | -2% | 2% | 0% | 2 | 13% | -15% | -2% | -4% | -3%
12 | CCN1CCN(CCNC(=O)c2ccc(/C=C3/Sc4ccccc4N(Cc4cccc(Cl)c4)C3=O)cc2)CC1 | -3% | -2% | ? | 0 | 15% | -20% | -17% | -9% | -14%
13 | COc1ccc2[nH]c(C)c(C(=O)CN(C)CC3OCCO3)c2c1 | -17% | -1% | -19% | 3 | 212%[activator] | -11% | -7% | -18% | -4%
14 | COCCNC(=O)CN1C(=O)c2cccc3cccc1c23 | 1% | 13% | 21% | 2 | 104%[activator] | 87%[activator] | -5% | -2% | -4%
15 | CCSc1sccc1C1C(C#N)=C(N)N(c2cccnc2)C2=C1C(=O)CC(C)(C)C2 (stereo not given) | -2% | -2% | 34% | 6 | 14% | -18% | -12% | -4% | -3%
16 | Nc1nc(CSc2ccccn2)nc(Nc2ccccc2)n1 | -4% | 12% | -7% | -5 | 19% | -10% | -20% | 5% | 0%
17 | CCOc1cc(NS(=O)(=O)c2ccc(OC)cc2)c(OCC)cc1NC(C)=O | -4% | 2% | -1% | 4 | 36% | -7% | -13% | -1% | -4%
18 | CCOc1cc(C2C3=C(CCCC3=O)OC3=C2C(=O)CCC3)cc([N+](=O)[O-])c1O | -3% | 2% | ? | -15 | -15% | -13% | -2% | -3% | -4%
19 | CC1CCN(S(=O)(=O)c2ccc(NC(=O)CSc3nnnn3C)cc2)CC1 | 0% | -3% | 6% | -1 | 6% | -5% | -4% | 8% | -3%
20 | Cc1cc(C)c(NC(=O)Cn2c(=O)n(CCCCC(=O)NCc3ccccc3Cl)c(=O)c3ccccc32)c(C)c1 | -10% | . | 16% | -12 | 4% | 4% | 5% | 5% | -3%
21 | Cc1nc2ccccc2c2oc(C(=O)N3CCN(c4ccc([N+](=O)[O-])cc4)CC3)cc12 | 0% | -10% | 23% | -2 | ? | 4% | 8% | 1% | -1%
22 | CS(=O)(=O)N1CCN(c2ncccn2)CC1 | -1% | 16% | -16% | -2 | 42%[activator] | -9% | -15% | -13% | -2%
23 | CC(=O)N(CC(=O)Nc1nn(-c2ccccc2)nc1C(N)=O)Cc1ccccc1 | 1% | -1% | 11% | -8 | 14% | -15% | -1% | -8% | -3%
24 | O=C(O)C1CCCN1C(=O)Nc1ccc(Cl)cc1 (stereo not given) | 2% | -7% | 2% | -8 | 19% | 1% | -15% | -14% | -4%
25 | CC1CCN(C(=O)CSc2ccc(-c3ccc4c(c3)OCCO4)nn2)CC1 | -3% | -15% | 38% | -8 | 18% | -21% | 2% | -23% | 2%
26 | CC(=O)Nc1ccc(S(=O)(=O)Nc2cccc3cccnc23)cc1 | 3%&4% | -1%&-5% | 52% | 8 | 90%[activator] | 1%&-11% | 3% | -22% | -4%
27 | c1cnc(-c2noc(CN3CCN(C4CCCC4)CC3)n2)cn1 | -7% | 2% | 19% | -10 | 34%[activator] | -5% | -4% | -21% | 3%
28 | CC1(O)c2ccccc2C(=O)N1Cc1ccccc1 (stereo not given) | -4% | -3% | 22% | -3 | 1% | -17% | -10% | -6% | 6%
29 | O=C(CN(C(=O)CNS(=O)(=O)c1ccccc1)c1ccc(F)cc1)NCc1ccco1 | -2% | 6% | -17% | -4 | 57%[activator] | -2% | -19% | -3% | -4%
30 | Nc1ncnc2c1nc(Br)n2[C@H]1O[C@H]2COP(=O)(O)O[C@H]2[C@@H]1O | 1% | -8% | . | . | . | . | -10%[19.4 µM] | . | -3%
31 | CC(C)Oc1ccc(CNC(=O)c2ccc(CN3CC(=O)N4CCCCC4C3=O)cc2)cc1 (stereo not given) | -1% | . | 37% | -4 | -7% | -12% | -4% | -4% | -4%
32 | COc1ccc(/C=C2/SC(c3ccc(C)cc3)=NC2=O)cc1OC | -8% | -8% | 34% | 1 | -7% | -23% | -1% | ? | ?
33 | COCCOC(=O)C1=C(C)NC(=S)NC1c1cccs1 (stereo not given) | -3% | 0% | -6% | -9 | -3% | -6% | -7% | -17% | -4%
34 | Cc1onc(-c2ccccc2Cl)c1C(=O)NCCN1CCOCC1 | -13% | 25% | 19% | -10 | -4% | -4% | -21% | -5% | -4%
35 | CCCC(C)c1oc(=O)cc(O)c1C (stereo not given) | . | 3% | . | 0 | 15% | . | 0% | -20% | -3%
36 | Cc1scc(C(=O)NCc2ccco2)c1-c1ccccc1 | 0% | ? | 22µM* | 7 | ? | ? | -13% | ? | -2%
37 | COCC(C)NC(=O)Cc1ccc(Cl)cc1 (stereo not given) | 0% | 1% | -24% | -5 | 88%[activator] | -2% | 9% | -15% | -2%
38 | COc1ccccc1N1Cc2ccc(OC)c(OC)c2C1=O | 1% | -9% | 2% | 1 | 21% | 1% | 4% | -9% | 7%
39 | Cc1nn(Cc2ccccc2Cl)c(C)c1C(=O)N(C)CC(=O)Nc1cccc(F)c1 | . | -6% | . | -4 | 27% | . | 2% | -6% | -3%
40 | CCOC(=O)c1sc(N2C(=O)C(O)=C(C(=O)c3ccco3)C2c2cccc([N+](=O)[O-])c2)nc1C (stereo not given) | -18% | 21% | 1% | -8 | ? | -18% | -21% | -3% | 0%
41 | COC(=O)c1ccc(C2C(C(=O)c3ccco3)=C(O)C(=O)N2c2cc(C)on2)cc1 (stereo not given) | -2% | 23% | 29% | 0 | 55%[activator] | -8% | -5% | -11% | 12%
42 | CCOC(=O)CNC(=O)CSc1nnc(Cn2c(=O)sc3ccccc32)n1-c1ccccc1C | -1% | -3% | 11% | 2 | -4% | -12% | -11% | -11% | -2%
43 | COc1cc2ccccc2nn1 | -2% | -2% | -9% | -15 | 1% | 357%[activator] | -4% | -5% | -4%
44 | CCC(C)NC(=O)CN(c1cc(Cl)ccc1OC)S(C)(=O)=O (stereo not given) | 1% | 1% | 0% | 5 | -2% | -3% | 5% | -7% | -3%
45 | Cn1c(SCC(=O)NCc2ccccc2)nc2c([nH]c3ccccc32)c1=O | -3% | -9% | 1% | . | . | -10% | . | . | .
46 | OCCC1CN(Cc2cccn2-c2ncccn2)CCN1Cc1ccccc1 (stereo not given) | 1% | -2% | 15% | -7 | 9% | -8% | -1% | 5% | -3%
47 | Cc1ccc(C2CC(=O)N(Cc3ccccc3F)c3c2c(C)nn3-c2nc(C)cc(C)n2)cc1 (stereo not given) | -4% | . | -21% | -3 | 1% | -10% | -10% | -19% | -1%
48 | CCc1nnc(NC(=O)C2CCCN(c3nc(C)cc(C)n3)C2)s1 (stereo not given) | -1% | 4% | 1% | 1 | -9% | -2% | 1% | 5% | -6%
49 | CCOC(=O)C1=C(C)N=C2SC(C)C(=O)N2C1c1ccc(C(=O)OC)cc1 (stereo not given) | -7% | 0% | 27% | 1 | 15% | -19% | -6% | 8% | -5%
50 | COc1ccc(NC(=S)N(C(C)C)C2CCN(C(C)C)CC2)cc1Cl | -3% | 2% | 9% | . | . | 5% | . | . | .
51 | CCOC(=O)c1c(NC(=O)CSc2nc3cc(Cl)ccc3s2)sc(C(C)=O)c1C | -9% | -1% | -6% | . | . | 4% | . | . | .

Compound activity: PubChem BioAssay, National Center for Advancing Translational Sciences (NCATS)

Not all compounds are listed, so the mix of outcomes need not match the whole.
